Assay outcomes: PubChem BioAssay, several laboratories
BioA inh – BioA (M. tuberculosis) enzyme inhibition. 360,000 tested, 0.096% active. purified M. tuberculosis BioA enzyme, plate reader. inhibition, % at 9.99 µM; in the data active = inhibition above about 40%; inconclusive = no clear call, values can overlap the other calls
FadD28 FP inh – M. tuberculosis FadD28 bisubstrate binding inhibition; FadD28 bisubstrate probe binding, fluorescence polarization; inhibition, % at 12.5 µM; 360,000 tested, 0.22% active; AID 588549; in the data active = inhibition above about 8.5%, passing the limit was not always enough; inconclusive = no clear call, values can overlap the other calls
Mtb UGM inh – inhibitors of M. tuberculosis UDP-galactopyranose mutase; purified UGM, fluorescence polarization probe displacement; inhibition, % at 10 µM; 320,000 tested, 0.06% active; AID 504406; P9WIQ1; in the data active = inhibition above about 10%, passing the limit was not always enough; inconclusive = no clear call, values can overlap the other calls
Target sequence (P9WIQ1 whole entry, looked up): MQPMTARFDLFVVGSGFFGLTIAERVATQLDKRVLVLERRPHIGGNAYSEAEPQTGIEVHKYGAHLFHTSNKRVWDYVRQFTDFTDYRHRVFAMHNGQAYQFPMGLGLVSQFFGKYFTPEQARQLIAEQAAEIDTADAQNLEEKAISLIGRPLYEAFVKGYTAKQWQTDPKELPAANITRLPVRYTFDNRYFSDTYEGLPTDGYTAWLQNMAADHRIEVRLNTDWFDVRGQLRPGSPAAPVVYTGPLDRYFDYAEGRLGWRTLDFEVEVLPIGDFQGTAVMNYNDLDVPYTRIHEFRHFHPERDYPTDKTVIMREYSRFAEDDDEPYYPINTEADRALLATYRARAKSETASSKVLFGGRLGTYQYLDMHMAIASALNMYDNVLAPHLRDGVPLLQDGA
BoNT-A LC inh2 – BoNT A light chain protease inhibition; multiplex microsphere protease substrate cleavage, flow cytometry; inhibition, % at 10 µM; 360,000 tested, 0.17% active; in the data active = inhibition above about 30%; inconclusive = no clear call, values can overlap the other calls; note: plate controls were buffer without enzyme for full effect and enzyme alone for no effect
BoNT-F LC inh – blocks Botulinum neurotoxin F light chain protease. Multiplex microsphere protease cleavage assay, flow cytometry. inhibition, % at 10 µM. 360,000 tested, 0.22% active. AID 588497; in the data active = inhibition above about 35%, passing the limit was not always enough; inconclusive = no clear call, values can overlap the other calls; note: plate controls were buffer without enzyme for full effect and enzyme alone for no effect
GDH-TPI counter – counter-screen for M. tuberculosis FBA inhibitors: GDH-TPI coupled enzymes; GDH-TPI coupled enzyme counterscreen, NADH absorbance; 360,000 tested, 1.2% active; inhibition, % at 4.8 µM;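 note: 0% = DMSO wells and 100% = wells lacking the enzyme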
Mtb FBA inh – inhibits M. tuberculosis FBA enzyme; purified M. tuberculosis FBA, fluorescence read-out; inhibition, % at 1 µM; 360,000 tested, 2.3% active; in the data active = inhibition above about 27%;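 note: 0% = vehicle and 100% = reference inhibitor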
Target sequence (P9WQA3 whole entry, looked up): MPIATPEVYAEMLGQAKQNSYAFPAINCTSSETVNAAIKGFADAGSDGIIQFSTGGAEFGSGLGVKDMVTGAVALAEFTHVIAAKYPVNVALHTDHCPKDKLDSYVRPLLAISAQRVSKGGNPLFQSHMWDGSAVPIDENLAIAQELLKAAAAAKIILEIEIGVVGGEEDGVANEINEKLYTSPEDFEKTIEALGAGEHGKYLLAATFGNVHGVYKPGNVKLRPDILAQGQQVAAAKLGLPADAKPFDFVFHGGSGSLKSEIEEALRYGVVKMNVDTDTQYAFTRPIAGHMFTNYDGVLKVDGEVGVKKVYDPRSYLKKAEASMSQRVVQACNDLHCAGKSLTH
PrPC surface inh – cell surface PrPC inhibition, primary TR-FRET screen. P04156. inhibition, % at 13.8 µM. TR-FRET read-out. 370,000 tested, 0.43% active; in the data active = inhibition above about 24%; note: 0% = median of the test wells and 100% = reference compound wells
CCHFV vOTU inh – blocks the CCHF virus ovarian tumor domain protease; AID 651958; inhibition, % at 11.5 µM; 370,000 tested, 0.55% active; CCHFV vOTU protease, Pep-AMC fluorescence; note: 0% = vehicle wells with enzyme and 100% = no enzyme wells
* hit, by the source's call; ? = inconclusive; / = no result given; & = joins results of further samples. Cut-off read from the data, not from the text of the source, unless noted: active = inhibition above about 30%; inactive = the rest.

The opening 7 compounds, to show the layout:
SMILES	BioA inh	FadD28 FP inh	Mtb UGM inh	BoNT-A LC inh2	BoNT-F LC inh	GDH-TPI counter	Mtb FBA inh	PrPC surface inh	CCHFV vOTU inh
O=C(CCCc1ccccc1)Nc1cccc([N+](=O)[O-])c1	2.2	-1.5	1.4	0.8	6	3	-2	-10	14
COc1ccc(-c2cc(C(=O)Nc3ccccc3O)c3ccccc3n2)cc1OC	/	0.4	1.9	-1.2	-2	-1	-1	-5	-10
CNC(=S)n1cnc(N)n1	/	-1.0	-0.2	-2.8	5	-4	2	4	4
O=C(Nc1ccc(F)cc1)C1CCN(c2ncnc3c2nc2n3CCCCC2)CC1	-1.4	-1.7	2.4	-0.4	2	10	1	5	12
Cc1noc(C)c1COc1ccc(C(=O)N2CCC(C(N)=O)CC2)cc1	-0.1	-1.9	1.0	0.1	-12	1	-2	1	-3
O=[N+]([O-])c1ccccc1/C=C/C=N/n1c(-c2ccc(Cl)cc2)n[nH]c1=S	-1.4	-2.8	-2.7	-0.2	-11	7	-1	-1	9
O=C(COc1ccc(C(=O)Nc2ccc(Cl)cc2)cc1)NCc1ccccc1	0.4	-1.5	0.2	0.7	0	6	1	6	0

The list itself, from the first entry:
SMILES	BioA inh	FadD28 FP inh	Mtb UGM inh	BoNT-A LC inh2	BoNT-F LC inh	GDH-TPI counter	Mtb FBA inh	PrPC surface inh	CCHFV vOTU inh
O=C(CCCc1ccccc1)Nc1cccc([N+](=O)[O-])c1	2.2	-1.5	1.4	0.8	6	3	-2	-10	14
COc1ccc(-c2cc(C(=O)Nc3ccccc3O)c3ccccc3n2)cc1OC	/	0.4	1.9	-1.2	-2	-1	-1	-5	-10
CNC(=S)n1cnc(N)n1	/	-1.0	-0.2	-2.8	5	-4	2	4	4
O=C(Nc1ccc(F)cc1)C1CCN(c2ncnc3c2nc2n3CCCCC2)CC1	-1.4	-1.7	2.4	-0.4	2	10	1	5	12
Cc1noc(C)c1COc1ccc(C(=O)N2CCC(C(N)=O)CC2)cc1	-0.1	-1.9	1.0	0.1	-12	1	-2	1	-3
O=[N+]([O-])c1ccccc1/C=C/C=N/n1c(-c2ccc(Cl)cc2)n[nH]c1=S	-1.4	-2.8	-2.7	-0.2	-11	7	-1	-1	9
O=C(COc1ccc(C(=O)Nc2ccc(Cl)cc2)cc1)NCc1ccccc1	0.4	-1.5	0.2	0.7	0	6	1	6	0
C=C1C(=O)N(C)CCC1C(CC)C(=O)OC (configuration not stated)	1.0	0.0	/	0.2	-5	-5	2	0	-19
O=C(Nc1ccc2c(c1)OCCO2)NC1(C(F)(F)F)Oc2ccccc2O1	0.0	-5.6	2.8	-0.2	-4	-12	3	2	5
COc1ccc(NC(=O)CN(C)C(=O)c2cc(C3CC3)nn2-c2ccccc2)cc1	6.3	-2.3	-0.5	0.2	-6	-5	-1	10	11
CCN(CC)CCNc1nc(-c2ccc(OC(F)F)cc2)c(C)s1	/	-1.1	-0.8	-0.7	-3	2	1	-13	3
O=C(O)CSCC(=O)NCc1c(Cl)cccc1Oc1ccccc1	2.2	-2.1	-0.4	/	/	-16	0	-2	-1
O=[N+]([O-])c1cccc(/C=N/Nc2nc(N3CCOCC3)nc(N3CCOCC3)n2)c1	/	-2.7	-1.7	-0.5	0	4	2	-7	-11
O=C(NCCC1=CCCCC1)C1CCN(S(=O)(=O)N2CCOCC2)CC1	/	-2.8	1.0	-2.0	-4	-9	-1	10	-7
Cc1c(NS(=O)(=O)c2cccc(C(=O)N3CCC(C(N)=O)CC3)c2)c(=O)n(-c2ccccc2)n1C	-0.6	-1.0	-0.9	0.0	3	10	-1	-1	2
Cc1ccc(Sc2ncnc3onc(C)c23)c(C)c1	/	-4.0	/	-0.6	-7	-2	1	2	-9
COC(=O)[C@H](CCSC)NC(=O)Nc1ccc(C(C)C)cc1	-0.6	-1.8	2.6	-2.8	-30	-1	0	-7	-1
Cc1c(NC(=O)/C=C/c2cn(-c3ccccc3)nc2-c2ccc(F)cc2)c(=O)n(-c2ccccc2)n1C	-2.4	-2.3	/	-0.5	-2	15	-2	5	-2
CCOC(=O)c1c(C)[nH]c(N=Nc2ccc(C)cc2C)c1C	-2.0	-1.2	0.0	-0.4	-4	9	-5	-9	8
COc1ccc(NC(=O)CSc2nnc(-c3ccccc3C)n2N)cc1OC	-1.9	1.3	-2.5	?	-1	5	-2	-3	1
O=c1cc(C2CCNCC2)[nH][nH]1	-1.3	-1.8	-1.1	-0.8	-6	-4	0	7	16
COc1ccc(OCc2nnc(SCC(=O)N3CCCCC3)o2)cc1	0.2	-1.1	2.4	-0.9	8	-9	1	10	0
NC(=O)c1c(NC(=O)c2ccc(S(=O)(=O)N(CCCl)CCCl)cc2)sc2c1CCCCC2	1.0	-1.0	-2.1	0.4	-8	0	2	/	/
COc1cc(C#Cc2c(-c3cncn3C)n(C)c3ccc(-c4cnc(OC)nc4)cc23)cc(OC)c1	-0.5	-1.2	-1.3	-0.8	-10	15	9	-2	3
O=C(NCc1cccnc1)Nc1cccc(Cl)c1Cl	-0.4	1.1	-1.2	-0.6	-2	-12	0	2	6
O=C(NCCCN1CCOCC1)/C(=C/c1ccco1)NC(=O)c1ccccc1	1.0	1.1	-2.1	0.9	11	19	-2	-10	15
O=C(NC1CCCCCCC1)C1CCN(c2nc3ccccc3o2)CC1	-0.7	-0.3	1.4	-4.2	-6	8	2	-8	-2
COc1ccccc1Nc1nc(NCCO)nc(N2CCCC2)n1	-0.8	-1.2	1.0	0.3	7	0	2	2	-8
CCc1nc2c(OCc3ccc(C(F)(F)F)cc3)cccn2c1N(C)C(=O)C(C)C	3.3	-8.3	/	-0.4	1	-4	-3	19	23
CN(C)CCCNCCCNC(=O)/C=N/O	0.1	-3.5	-0.6	0.1	2	3	-3	1	-2
O=C(OCc1ccccc1)N1CCC2CC1c1c(-c3ccc(C(F)(F)F)cc3)cccc12 (configuration not stated)	-0.7	-0.2	/	-0.1	-5	2	1	-4	-6
O=C(NC(c1ccccc1)c1ccccc1)N1CCOCC1	/	-2.3	-0.1	-0.8	-2	8	0	6	-3
COc1ccc(OCCCC(=O)N(CCC2=CCCCC2)c2c(N)n(Cc3ccccc3)c(=O)[nH]c2=O)cc1	/	-1.2	0.5	2.9	4	9	7	2	-3
CCO[C@H]1OC(C(=O)NCc2ccccc2)=C[C@@H](C)[C@@H]1CCCO	-0.1	-2.2	-0.5	0.5	5	5	2	-4	-7
O=C(CNC(=O)c1cccc(Cl)c1)Nc1ccc(F)c(F)c1F	-0.9	-1.2	0.9	0.5	-2	4	1	6	1
CCO[C@@H]1OC(C(=O)O)=C[C@H](C2CCCCC2)[C@H]1CCCO	-0.2	-2.0	1.6	0.3	1	8	1	6	7
CCOc1ccccc1NC(=O)c1csc(C)c1C	-1.2	-1.0	0.1	12	13	9	1	-6	16
Cn1nnnc1SCC(=O)Nc1nn(-c2ccccc2)nc1C(N)=O	/	-1.0	1.6	-1.4	-15	3	28*	9	-4
Cc1cc(C)c(C)c(S(=O)(=O)N2CCN(c3ncnc4sc(C)c(C)c34)CC2)c1C	-0.5	-4.1	-0.9	2.2	3	-1	1	/	/
Cc1nn(C)c(C)c1CCC(=O)N1CCCC(C(=O)c2cccc(OC(C)C)c2)C1 (configuration not stated)	1.0	-2.5	-0.2	-1.2	0	-5	-2	3	10
S=c1nccc(-c2cc(Cl)sc2Cl)[nH]1	-2.7	-0.2	2.0	4.3	0	-1	0	4	3
Cn1cccc1/C=N/NC(=O)c1cc2ccccc2cc1O	-1.6	-0.3	-2.6	-2.8	-3	27	-1	4	19
COc1ccc(C(NC(=O)c2cccnc2)c2cc(Cl)c3cccnc3c2O)cc1OC (configuration not stated)	-4.0	1.2	-1.8	1.7	12	1	-4	2	2
O=C(O)C(=O)Nc1nc(-c2ccc3c(c2)OCCO3)cs1	-1.6	-0.6	-0.7	?	?	16	-1	-1	12
CNS(=O)(=O)c1ccc(N2CCCC2)c([N+](=O)[O-])c1	/	-2.8	-1.2	-0.5	0	5	-5	-5	5

The final two entries of the part above lead into the next.
SMILES	BioA inh	FadD28 FP inh	Mtb UGM inh	BoNT-A LC inh2	BoNT-F LC inh	GDH-TPI counter	Mtb FBA inh	PrPC surface inh	CCHFV vOTU inh
O=C(O)C(=O)Nc1nc(-c2ccc3c(c2)OCCO3)cs1	-1.6	-0.6	-0.7	?	?	16	-1	-1	12
CNS(=O)(=O)c1ccc(N2CCCC2)c([N+](=O)[O-])c1	/	-2.8	-1.2	-0.5	0	5	-5	-5	5
O=C(CSc1nc2cc(S(=O)(=O)N3CCOCC3)ccc2o1)Nc1c(F)cccc1F	/	-1.0	1.4	-0.1	-6	1	5	-5	3
COc1ccc(C)cc1NC(=O)C1CCN(S(=O)(=O)c2c(C)noc2C)CC1	/	-3.2	2.8	1.1	2	0	-1	-3	3
CC(C)(CO)CNC(=O)CCc1nnc(CCCc2ccccc2)o1	/	0.0	-2.8	-0.1	3	4	-3	5	8
O=C(Nc1cccc(S(=O)(=O)N2CCCCC2)c1)C1CC(=O)N(Cc2ccco2)C1 (configuration not stated)	/	-2.0	-2.1	-0.3	-2	2	-1	-2	-4
NNC(=O)c1ccc(O)cc1	0.9	-4.9	0.3	-0.7	-2	1	-1	-3	7
C=CCn1c(C)c(C(C)=O)c(N2CCN(C(c3ccccc3)c3ccccc3)CC2)nc1=S	/	-3.8	4.8	6.7	-5	-2	-1	2	-10
Cn1c2ccc(F)cc2c2ncn(CC3CCCO3)c(=O)c21 (configuration not stated)	-0.8	-2.3	-0.3	2.4	?	17	27*	-2	-17
Cc1cccc(-n2c(N)cc(=O)nc2SCC(=O)NC2CCCCC2)c1	-0.6	-2.0	-0.3	-0.3	3	3	1	/	/
CCOC(=O)c1ccccc1NC(=O)COC(=O)Cc1ccccc1F	-0.2	-2.2	/	2.2	-13	-7	2	3	-2
O=C(CSc1ccccn1)N1CCN(S(=O)(=O)c2ccc(Cl)cc2)CC1	/	?	0.8	2.9	-1	-4	-1	-2	1
NC(=O)NC(=O)CC1S/C(=N/N=C/c2ccccc2)NC1=O (configuration not stated)	/	-1.5	0.2	0.5	3	24	-2	1	12
CCC(C(=O)OC)n1cnc2c(nnn2-c2ccccc2)c1=O (configuration not stated)	3.6	-1.8	-3.3	-0.8	0	5	5	-6	3
CCOc1ccc(Nc2cc(C)nc3nc(C)nn23)cc1	-0.3	-1.3	-3.7	-0.2	-4	12	4	-8	-6
O=C(Nc1ccon1)c1ccc(Br)o1	1.2	-1.2	-2.1	-0.8	-14	9	1	/	/
COc1cccc(CN(C(=O)/C=C/c2ccco2)C2CCS(=O)(=O)C2)c1 (configuration not stated)	0.5	0.3	-0.8	-0.6	-4	13	-1	-8	7
Cc1nccn1CC1CCc2c(c3ccccc3n2C)C1=O (configuration not stated)	1.2&0.8	-1.2&-2.4	3.8&-0.3	-0.7&-0.7	0&-8	0&-5	-4&-2	-7&-8	-8&2
COc1ccc(-n2c(NCCN(C)C)nc3sc4c(c3c2=O)CCCCC4)cc1	1.3	0.2	-1.3	0.0	-1	11	2	-5	-9
COCCNC(=O)c1cc2c(-c3ccccc3F)nn(C)c2s1	0.0	-2.2	-0.5	-0.1	8	16	35*	2	0
CCC(C)(C)n1nnnc1C(c1ccc2ncccc2c1)N1CCN(c2ccc(O)cc2)CC1 (configuration not stated)	-1.4	-1.3	0.4	-0.4	-2	0	-2	4	1
COc1ccc(OCC(O)Cn2ccnc2C)cc1 (configuration not stated)	-2.1	1.2	0.3	-1.2	-4	3	2	-3	8
CCOc1ccc(C2CC(=O)NC(SC)=C2C#N)cc1 (configuration not stated)	0.5	0.3	0.3	-1.2	-4	5	-1	-6	11
C=CCNC(=O)COc1ccc(N(C)S(=O)(=O)c2ccc(NC(C)=O)cc2)cc1	4.8	-2.3	1.4	0.0	1	16	-1	-5	10

Taken from above.
`C=CCNC(=O)COc1ccc(N(C)S(=O)(=O)c2ccc(NC(C)=O)cc2)cc1` in FadD28 FP inh = -2.3
`CCOc1ccc(C2CC(=O)NC(SC)=C2C#N)cc1` (configuration not stated) in BioA inh = 0.5
`COc1ccc(-n2c(NCCN(C)C)nc3sc4c(c3c2=O)CCCCC4)cc1` in BoNT-F LC inh = -1

This is a random part of the collection; about 4.8% have a hit in one of these screens.
